# CD40 NFkB inh – CD40 pathway inhibition in BL2 cells; BL2 NF-kB luciferase reporter, CD40L-induced, 4 h; 0.94% of 83,000 active; inhibition, % at 10 µM;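 active = mean inhibition of at least 50% with a set share of replicates also reaching that level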;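 also: 0% = neutral control wells and 100% = IKK inhibitor VII at 50 µM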
# An asterisk follows results filed as active; [ ] = another dose, or the depositor's remark. Not all compounds are listed; count on the stated rates, not on these rows.
CD40 NFkB inh | canonical_smiles
2 | O=C(COC(=O)c1cc(S(=O)(=O)N2CCOCC2)ccc1F)Nc1ccccc1C(F)(F)F
-2 | Cc1cccc(S(=O)(=O)NC(=O)C2(C)CCN2C(=O)Cc2ccc(-c3ccccc3)cc2)c1 (stereo unspecified)
-6 | COc1cc(NC(=S)Nc2ccc(N(C)C(C)=O)cc2)cc(OC)c1
2 | O=C(O)c1ccc2c(c1)ncn2C1CCCCCC1
12 | O=C1CC2(CCN1)CCN(Cc1ccccc1)CC2
13[25 µM] | CC=Cc1ccc2n(c1=O)C[C@H]1[C@H](CO)[C@@H](C(=O)NC3CCCC3)N(CC3CCCCC3)[C@@H]21 (mixture of isomers)
-4 | c1ccc(Oc2cccc(Oc3ccccc3)n2)cc1
-22 | Cc1c(C(=O)c2ccc3c(c2)OCO3)ccc2c1OCO2
2 | COCCSc1nc2c(c(=O)[nH]c(=O)n2C)n1CCC(C)C
-6 | O=C(NC1CCCC1)N1CC(=O)N2[C@H](C1)[C@@H](c1ccc(-c3cccc(F)c3)cc1)[C@@H]2CO

# The list goes on.
CD40 NFkB inh | canonical_smiles
9[25 µM] | CC(C)CC#Cc1ccc([C@H]2[C@@H](CO)N3CCCCN(C(=O)Nc4ccccc4)C[C@H]23)cc1
2 | CCCNC(=O)C[C@H]1C[C@@H]2c3cc(NC(=O)NC4CCCC4)ccc3O[C@@H]2[C@@H](CO)O1
-1 | O=C(Nc1cc(S(=O)(=O)N2CCOCC2)ccc1N1CCCC1)c1ccccc1F
13[25 µM] | O=C(C[C@H]1C[C@@H]2c3cc(NC(=O)Nc4ccc(C(F)(F)F)cc4)ccc3O[C@@H]2[C@H](CO)O1)NCc1cc(F)ccc1F
3 | CCN1C(C)=C(C)S/C1=C1\SC(=S)N(N)C1=O
28 | CC1=C(C)CS(=O)N(c2ccc(S(N)(=O)=O)cc2)C1 (stereo unspecified)
4[25 µM] | CCS(=O)(=O)N1CC2(CN(C(=O)c3cccnc3)C2)c2c(n(C)c3cc(OC)ccc23)[C@H]1CO
-1 | CC1(CCc2ccccc2)NC(=O)N(CC(=O)N2CC(=O)Nc3ccccc32)C1=O (stereo unspecified)
-22 | CN1CCN(c2ccc(NC(=O)c3ccc(Oc4ccccc4)cc3)cc2)CC1
-59 | O=C(COc1ncnc2ccccc12)c1ccc2c(c1)OCCO2

# Next section:
CD40 NFkB inh | canonical_smiles
1[25 µM] | C[C@H]1CN([C@@H](C)CO)C(=O)CCCn2cc(nn2)CO[C@@H]1CN(C)Cc1ccc2c(c1)OCCN2C
6 | CC(C)(C)[S@](=O)N1Cc2cc(C(=O)NCCN3CCCCC3)nc(-c3cccc(-c4cccc(C#N)c4)c3)c2[C@@H]1CCO
-1 | c1csc(C2Nc3cccc4cccc(c34)N2)c1
10 | CN(Cc1nc2ccccc2n1C)S(C)(=O)=O
-2[25 µM] | CN1C(=O)c2cc(NC(=O)Cc3cccs3)ccc2OC[C@@H]2O[C@H](CC(=O)N[C@@H]3CCN(Cc4ccccc4)C3)CC[C@@H]21
8 | Cc1ccccc1NS(=O)(=O)c1ccc(N2CCCC2=O)cc1
2 | O=C(COC(=O)CNC(=O)c1ccc(Cl)c([N+](=O)[O-])c1)NCC1CCCO1 (stereo unspecified)
19[25 µM] | C[C@H](O)C#Cc1ccc([C@H]2[C@H](CO)N3CCCCN(S(=O)(=O)Cc4ccccc4)C[C@@H]23)cc1
-9 | COc1ccc(CN(C)C(=O)COC(=O)c2ccc(-c3ccccc3)cc2)c(OC)c1OC
7 | O=C(NCCOc1ccccc1)c1cccc(S(=O)(=O)NCc2ccccc2)c1

# Five compounds already listed, arranged by their value in CD40 NFkB inh, falling.
Compound	CD40 NFkB inh
O=C(NCCOc1ccccc1)c1cccc(S(=O)(=O)NCc2ccccc2)c1	7
CC(C)(C)[S@](=O)N1Cc2cc(C(=O)NCCN3CCCCC3)nc(-c3cccc(-c4cccc(C#N)c4)c3)c2[C@@H]1CCO	6
O=C(COC(=O)CNC(=O)c1ccc(Cl)c([N+](=O)[O-])c1)NCC1CCCO1 (stereo unspecified)	2
O=C(Nc1cc(S(=O)(=O)N2CCOCC2)ccc1N1CCCC1)c1ccccc1F	-1
COc1cc(NC(=S)Nc2ccc(N(C)C(C)=O)cc2)cc(OC)c1	-6

# Next compounds.
CD40 NFkB inh | canonical_smiles
8[25 µM] | C[C@H]1CN([C@@H](C)CO)S(=O)(=O)c2ccc(C#CCC3CCCC3)cc2O[C@H]1CN(C)C(=O)c1cnccn1
4 | COc1cc(CCC(=O)OCC(N)=O)cc(OC)c1OC
8 | CCC(CC)C(=O)NC12CC3CC(CC(C3)C1)C2
-49 | CS(=O)(=O)c1ccc2nc(NC(=O)Nc3cccc(Cl)c3)sc2c1
4 | CC1CCC(NC(=O)COC(=O)c2ccc3ncsc3c2)CC1 (stereo unspecified)
11 | CC1(c2ccc3c(c2)OCO3)NC(=O)N(CC(=O)NCCC2=CCCCC2)C1=O (stereo unspecified)
-5[25 µM] | CN(C)c1ccc2c(c1)[C@@H]1C[C@@H](CC(=O)NCc3ccccc3F)O[C@@H](CO)[C@@H]1O2
-1 | O=C(NN=Cc1ccc2c(c1)OCO2)c1ccncc1
19 | Fc1ccc(Nc2ccc3ccccc3n2)c(F)c1
3 | NS(=O)(=O)c1ccc(CCNC(=O)CSc2ncnc3ccccc23)cc1

# The results go on:
CD40 NFkB inh | canonical_smiles
-12[25 µM] | C[C@H]1CN([C@@H](C)CO)C(=O)c2ccccc2-c2ccccc2CO[C@H]1CN(C)C(=O)NC1CCCCC1
-8[25 µM] | COc1cccc(S(=O)(=O)Nc2ccc3c(c2)[C@@H]2C[C@@H](CC(=O)NC4CCCCC4)O[C@H](CO)[C@@H]2O3)c1
15 | Cc1ccc(C(=O)OCC(=O)NCCNC(=O)COC(=O)c2ccc(C)o2)o1
4 | COc1c(F)c(F)c(C(=O)O)c(Nc2ccc(C)cc2)c1F
-25[25 µM] | OC[C@@H]1[C@@H](c2ccc(C#CC3(O)CCCC3)cc2)[C@@H]2CN(Cc3cncnc3)CCCCN12
-2 | CC(Sc1nnc(-c2cccnc2)n1N)C(=O)NCCC1=CCCCC1 (stereo unspecified)
6 | Cc1cc(N)nc(=O)n1C1CC(O)C(CO)O1 (stereo unspecified)
11 | O=C(NCCCn1ccnc1)c1cn(Cc2ccc(F)cc2)nn1
11[25 µM] | Cc1cc(C(=O)Nc2ccc3c(c2)C(=O)N(C)[C@H]2CC[C@@H](CC(=O)NCc4ccc(-c5ccccc5)cc4)O[C@@H]2CO3)no1
2 | Cc1ccc(S(=O)(=O)N2CCCN(C(=O)c3ccc(-n4nccc4C)cc3)CC2)cc1

# Next section:
CD40 NFkB inh | canonical_smiles
3 | O=C(CC(F)(F)F)N1C[C@@H]2[C@H](c3ccccc31)[C@H](CO)N2C(=O)C1CCCC1
13 | CCc1c(C(=O)N2CCOCC2)csc1C
-9 | CCCOc1ccc(-c2nc(C#N)c(N3CCC(C(N)=O)CC3)o2)cc1
-4 | O=C(O)C1Cc2ccccc2CN1S(=O)(=O)/C=C/c1ccccc1 (stereo unspecified)
-9 | C/C(CC(=O)Nc1ccc(N(C)C)cc1)=N\NC(=O)c1ccncc1
-38 | CC(=O)Nc1nnc(CSCc2ccccc2F)s1
-56 | c1ccc2[nH]c(CSc3nc4ccccc4o3)nc2c1
-24 | COc1ccccc1N1CC(C(=O)OCC(=O)Nc2cc(C)on2)CC1=O (stereo unspecified)
-3 | O=C(Nc1ccc(S(=O)(=O)NC2=NCCCCC2)cc1)c1ccc(Cl)c([N+](=O)[O-])c1
-2[25 µM] | CN(C)C(=O)c1cccc(-c2ccccc2[C@@H]2[C@@H](C#N)N(C(=O)C3CC3)[C@@H]2CO)c1

# More structures
CD40 NFkB inh | canonical_smiles
5 | C[C@H]1C(=O)N(C)CCN1C(=O)c1ccccc1OC1CCN(S(C)(=O)=O)CC1
39 | CCCCCCCC(=O)OCC(=O)[C@@]1(O)CC[C@H]2[C@@H]3CCC4=CC(=O)CC[C@]4(C)[C@H]3[C@@H](O)C[C@@]21C
3 | Cc1ccc(S(=O)(=O)NCCc2nnc3ccc(N4CCOCC4)nn23)cc1
21[25 µM] | N#C[C@H]1[C@@H](c2ccc(/C=C/c3ccccc3)cc2)[C@@H](CO)N1C(=O)C1CCCC1
6 | Fc1ccc(C(Nc2ccccn2)c2c[nH]c3ccccc23)cc1 (stereo unspecified)
4 | CCSc1nc(O)cc(=O)n1CC
13 | CCN(C(=O)CSc1nc2ccc(O)cc2c(=O)n1-c1ccc(OC)c(OC)c1)C1CCS(=O)(=O)C1 (stereo unspecified)
-10 | COC(=O)NCC(C)OC(=O)Nc1cccc(Cl)c1 (stereo unspecified)
-9 | COc1ccc(C(=O)COC(=O)c2ccc3ccccc3n2)cc1
12 | CN(Cc1cnccn1)C(=O)CC1C(=O)NCCN1Cc1cccc(Oc2ccccc2)c1 (stereo unspecified)

# Later entries:
CD40 NFkB inh | canonical_smiles
10 | COc1ccc(S(=O)(=O)N2CCCCCC2)cc1C(=O)N(C)Cc1ccc(OC)c(OC)c1OC
-64 | Cc1ccccc1C(=O)Nc1ccc(N2CCCCCC2)cc1
0 | O=C(CN1CCN(c2ccccc2O)CC1)NCCCc1ccccc1
-2 | CC(C)(C)CC(=O)NC(=S)NCc1ccccc1
4 | COC(=O)c1ccc(Cn2cc(Cl)cn2)o1
-1[25 µM] | CN(C)c1ccc2c(c1)[C@@H]1C[C@@H](CC(=O)N3CCc4ccccc4C3)O[C@H](CO)[C@@H]1O2
-4 | CC(=O)Nc1ccc(NC(=O)CSC2=NS(=O)(=O)c3cc(Cl)ccc3N2)cc1
7 | CN(Cc1nc2ccccc2c(=O)[nH]1)C(=O)c1cccc(NC(=O)c2cccs2)c1
-5 | COc1ccc(C(C)(NC(C)=O)c2nc(-c3cc(F)cc(F)c3)cs2)cc1 (stereo unspecified)
17 | CCCn1ccc2c(OCC(=O)Nc3ccc(NC(C)=O)cc3)cccc2c1=O

# Further entries follow.
CD40 NFkB inh | canonical_smiles
8 | CCCCCCSc1cc(-c2nc3ccc(Cl)cn3c2NCCCC)ccc1OC
2 | O=C(Nc1cccc(OC(=O)c2cccnc2)c1)c1cccnc1
-4[25 µM] | C/C=C/c1ccc2c(c1)O[C@@H](CN(C)C(=O)Nc1cccc(F)c1)[C@@H](C)CN([C@H](C)CO)S2(=O)=O
2 | O=C1CSC(c2cccnc2)N1CC1CC1 (stereo unspecified)
53* | CCCn1c(C)cc(C(=O)CN2C(=O)c3ccccc3S2(=O)=O)c1C
17[25 µM] | C[C@H]1CN([C@@H](C)CO)C(=O)c2cccc(NC(=O)CCCCCC(=O)Nc3ccccc3N)c2O[C@@H]1CN(C)Cc1ccc(Cl)c(Cl)c1
1 | CCc1cccc(C)c1NC(=O)c1cc(-c2ccncc2)nc2ccccc12
9 | CN(c1cccc(NC(=O)CN(c2cccc(F)c2)S(C)(=O)=O)c1)S(C)(=O)=O
1 | Cc1cc(Cl)ccc1NC(=O)CN(C)C1=NS(=O)(=O)c2ccccc21
-3 | Cc1ccc(OC(=O)N(C)C[C@H]2OCc3cn(nn3)CCCC(=O)N([C@@H](C)CO)C[C@@H]2C)cc1

# Other structures follow:
CD40 NFkB inh | canonical_smiles
0 | CC1CCCN(CCS(=O)(=O)c2ccccc2)C1 (stereo unspecified)
3 | O=C(O)c1cccc2c1C(=O)N(Cc1ccncc1)C2
-1 | COc1ccc(NC(=O)Nc2ccc3c(c2)C(=O)N([C@@H](C)CO)C[C@@H](C)[C@@H](CN(C)Cc2ccc(C(F)(F)F)cc2)OCCCC[C@H](C)O3)cc1
-38 | COc1ccc(C(=O)OCC(=O)c2c[nH]c3ccccc23)cc1OC
-5[25 µM] | O=C(Nc1ccccc1)N1CCCCN2[C@H](CO)[C@@H](c3ccc(Br)cc3)[C@H]2C1
1 | CCNC(=O)C1(C)CCCN1C(=O)c1ccc(-c2ccccc2)cc1 (stereo unspecified)
4 | CC(c1ccccc1)N1CC(C(=O)O)CC1=O (stereo unspecified)
-14[25 µM] | C[C@H](CO)N1C[C@H](C)[C@H](CN(C)Cc2cccnc2)OCc2ccccc2-c2c(n(C)c3ccccc23)C1=O
26 | Clc1ccc(CN2CCN(c3ncnc4scc(-c5cccs5)c34)CC2)cc1
46 | O=C(Nc1ccc(Cl)cc1)N1C[C@H]2[C@@H](c3ccccc31)[C@H](CO)N2CC1CCCC1

# An excerpt from above in order of molecular weight, rising:
CD40 NFkB inh | canonical_smiles
-38 | COc1ccc(C(=O)OCC(=O)c2c[nH]c3ccccc23)cc1OC
46 | O=C(Nc1ccc(Cl)cc1)N1C[C@H]2[C@@H](c3ccccc31)[C@H](CO)N2CC1CCCC1
26 | Clc1ccc(CN2CCN(c3ncnc4scc(-c5cccs5)c34)CC2)cc1
-5[25 µM] | O=C(Nc1ccccc1)N1CCCCN2[C@H](CO)[C@@H](c3ccc(Br)cc3)[C@H]2C1
-1 | COc1ccc(NC(=O)Nc2ccc3c(c2)C(=O)N([C@@H](C)CO)C[C@@H](C)[C@@H](CN(C)Cc2ccc(C(F)(F)F)cc2)OCCCC[C@H](C)O3)cc1

# Further structures
CD40 NFkB inh | canonical_smiles
43[25 µM] | Cc1ccc(S(=O)(=O)N2CC[C@@H]3[C@@H](CO)Nc4ccc(-c5ccc(C#N)cc5)cc4[C@@H]32)cc1
2[25 µM] | O=C(CC(F)(F)F)N1C[C@H]2[C@@H](c3ccccc31)[C@H](CO)N2CC1CCOCC1
3 | Cc1cccc(C)c1OCCN1C(=O)NC(C)(c2ccccc2)C1=O (stereo unspecified)
-2 | CCn1cc(C(=O)N2CCN(c3ccc(OC)cc3)CC2)c(=O)c2cc(S(=O)(=O)N3CCCCC3)ccc21
7 | CC(=O)Oc1ccc2ccccc2c1C(NC(=O)Cc1ccccc1)c1ccccc1 (stereo unspecified)
6[25 µM] | COc1ccccc1C#Cc1ccc([C@@H]2[C@H]3CN(C(=O)C4CCC4)CCCCN3[C@H]2CO)cc1
-2 | CN1C(=O)c2cc(NC(=O)c3ccc(F)cc3)ccc2OC[C@H]2O[C@@H](CC(=O)O)CC[C@H]21
-16 | COc1ccc(C(=O)COC(=O)c2sc(C)nc2C)cc1F
-1 | N#CCC(=O)Nc1ccc(C(=O)OCC(=O)NC(=O)Cc2ccccc2)cc1
10[25 µM] | Cc1ccccc1-c1ccc([C@H]2[C@H](CO)N3CCCCN(S(=O)(=O)c4ccc(F)cc4)C[C@@H]23)cc1
-41 | Cc1nccn1-c1cc(C(C)(C)C)nc2c(-c3ccccc3)cnn12
22[25 µM] | O=C(Nc1ccc(F)cc1)N1CC(=O)N2[C@H](CO)[C@@H](c3ccc(C4=CCCC4)cc3)[C@H]2C1
